DT40 TDP1 CPT = DT40-hTDP1 cell growth loss with CPT. chicken DT40 Tdp1-/-;hTDP1 cells + 20 nM CPT, ATP luminescence, 48 h. Potency, µM (doses to about 46.2 µM), inactives show top-dose activity change, negative = growth inhibition, most hits filed as inhibitors. 420,000 compounds, 12% hits. AID 686979; also: nearly all actives have a fitted effect of over 55% in size
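Cell growth measured by CellTiter-Glo luminescence after a minimum 48 h, 37 C compound exposure with 20 nM CPT in Tdp1-knockout DT40 cells stably expressing hTDP1, seeded 400/well; qHTS titration format.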
TDP1 block = inhibitors of human tyrosyl-DNA phosphodiesterase TDP1; Potency, µM (series often up to 130 µM), for inactives: at the top dose activity change, negative = inhibition, most hits filed as inhibitors; Q9NUW8; 350,000 compounds, 0.28% hits; recombinant TDP1, AlphaScreen DNA substrate cleavage; also: nearly all actives have a fitted effect of over 40% in size
Target sequence (Q9NUW8 whole entry, looked up): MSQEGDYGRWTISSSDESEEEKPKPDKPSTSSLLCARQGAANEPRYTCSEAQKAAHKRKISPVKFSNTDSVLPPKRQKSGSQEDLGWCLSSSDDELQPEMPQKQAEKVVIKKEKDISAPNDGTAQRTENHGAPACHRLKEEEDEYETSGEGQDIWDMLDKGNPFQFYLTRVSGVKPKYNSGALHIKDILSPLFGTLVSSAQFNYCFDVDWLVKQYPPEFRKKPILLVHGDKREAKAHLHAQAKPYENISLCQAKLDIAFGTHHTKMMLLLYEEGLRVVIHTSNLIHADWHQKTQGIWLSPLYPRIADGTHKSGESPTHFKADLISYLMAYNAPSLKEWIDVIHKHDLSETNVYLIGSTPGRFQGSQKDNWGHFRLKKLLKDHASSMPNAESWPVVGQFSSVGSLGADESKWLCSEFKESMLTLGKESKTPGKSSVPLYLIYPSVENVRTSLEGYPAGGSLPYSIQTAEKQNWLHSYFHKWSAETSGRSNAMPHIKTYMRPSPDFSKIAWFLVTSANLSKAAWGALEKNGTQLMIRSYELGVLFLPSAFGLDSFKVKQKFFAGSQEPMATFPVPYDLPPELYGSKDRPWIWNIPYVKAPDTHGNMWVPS
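E. coli-derived human Tdp1, 1 nM final. Cpd preinc 15 min RT; substrate 15 nM final, 5 min RT; AS bead mix 10 ug/ml final, 10 min RT. Signal loss = tyrosine-FITC cleavage. No-enzyme wells = max signal.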
DT40 TDP1 no CPT = qHTS for Inhibitors of human tyrosyl-DNA phosphodiesterase 1 (TDP1): qHTS in cells in absence of CPT; Potency, µM (series often up to 46.2 µM), without a hit: at the highest dose activity change, negative = growth inhibition, actives largely listed as inhibitors; 420,000 compounds, 15% hits; DT40 Tdp1-/- hTDP1 cells, no CPT, ATP luminescence, 48 h; also: nearly all actives have a fitted effect of over 55% in size
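A cellular qHTS used chicken DT40 cells lacking endogenous Tdp1 but carrying stably transfected human TDP1. Compounds were applied without camptothecin, and cell growth kinetics were judged by ATP-dependent luminescence after ≥48 hr.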
Active calls of the source: *; ? = inconclusive; nt = no result given; & = joins results of further samples; [ ] = dose if it differs, or a comment. Calls follow the shape of the dose curve; as a rule, active = well fitted curve in the direction sought with a large enough effect; inconclusive = small, poorly fitted or top-dose-only effect, or another doubt; inactive = no such curve, though single readings can be large; an effect the other way counts as inactive or inconclusive. % is scaled to controls: 0 for no effect and ±100 for the full control effect; potency is read from the fitted curve at half-maximal effect.

SMILES	DT40 TDP1 CPT	TDP1 block	DT40 TDP1 no CPT
COc1ccc(CN2CCN(Cc3ccon3)CC2CCO)c(C)c1C (stereo not drawn)	-10%	nt	6%
C=CCn1c(SCC(=O)Nc2nnc(CC)s2)nnc1-c1ccco1	-1%	4%	-14%
Cc1ccc(NC(=O)c2cccc3c2C(=O)N(C2CCCCC2)C3)c(C)c1	-9%&-25%	2%&-5%	?
CCOc1cc(CN2CCN(c3ccc(C(C)=O)cc3)CC2)ccc1OC	?	0%	?
CCOc1ccc(OCC)c(S(=O)(=O)N2CCC(C)CC2)c1	?	0%	-30%
Cc1cc(C)c(S(=O)(=O)NCC(=O)O)cc1C	5%	4%	12%
Clc1ccc(-c2nc(-c3ccccn3)no2)cc1Cl	?	5%	?
Cc1nn(C)c(C)c1/C=N/NC(=O)C(C)(C)Oc1ccc(Cl)cc1	-30%	5%	4%
Fc1cccc(Nc2cc(-n3cccn3)ncn2)c1	21µM*	-6%[56.1 µM]	10µM*
CCOC(=O)c1[nH]c2ccc(OC)cc2c1NC(=O)c1ccccc1C(=O)O	-21%	nt	-14%
CC(=O)NC(Cc1ccccc1)C(=O)NC1CCN(C(=O)c2cnccn2)CC1 (stereo not drawn)	1%	-2%	0%
Cn1c2ccccc2c(=O)c2c(=O)n(-c3ccccc3)c(-c3ccc(C(C)(C)C)cc3)nc21	?	0%	?
COC(=O)c1cc(OC)c(OC)cc1NC(=O)c1ccc(OC)cc1	?	3%	?
C[C@H]1CN([C@@H](C)CO)C(=O)Cc2cc(NC(=O)CCC(F)(F)F)ccc2O[C@H]1CN(C)S(C)(=O)=O	12%	1%	3%
Cc1nc2c(-c3ccccc3)c(C)nn2c(C)c1CCC(=O)N1CCN(c2ccccc2)CC1	-3%	7%	?
Cn1cccc1/C=N/NC(=O)c1ccc(OC(F)(F)C(F)F)cc1	-5%	0%	-8%
Cc1ccc2oc(=O)cc(/C=C/c3ccccc3)c2c1	?	0%	?
NNC(=O)C(Cc1ccccc1)NC(=O)OCc1ccccc1 (stereo not drawn)	-5%	0%	-17%
O=C(NCC(c1cccnc1)N1CCc2ccccc21)c1ccc(Cl)cc1 (stereo not drawn)	10µM*	5%	12µM*
O=c1c(C=NCCCn2ccnc2)c(-c2ccccc2)[nH]n1-c1nc2ccccc2s1	?	12%	-18%
CCOC(=O)C1=C(COC(=O)/C=C/c2ccccc2)NC(=O)NC1C (stereo not drawn)	3%	nt	-25%
CCN(Cc1ccncc1)Cc1ccc2c(c1)CN(C(=O)c1ccccc1-n1cccn1)CCO2	9%	nt	-12%
CCc1ccc(NC(=O)Cn2c(=O)n(-c3ccccc3)c(=O)c3ccc(C(=O)NCc4ccc5c(c4)OCO5)cc32)cc1	?	0%	?
CN1C(=O)C(C)(C)c2cc(S(=O)(=O)N3CCCCCC3)ccc21	-23%	nt	?
COc1cc2c(cc1OC)C(COc1ccc3c(C)cc(=O)oc3c1)N(C(=O)c1ccc(C)cc1)CC2 (stereo not drawn)	?	6%	?
CCN(CC)C(=O)COc1ccc(/C=N/NC(=O)c2cc(-c3ccccc3OC)nc3ccccc23)cc1OC	?	nt	?
COc1ccc(/C(C)=N/NC(=O)CNC(=O)c2ccco2)c(OC)c1	6%	2%	12%
CCNc1nc(NCC)nc(N(C)n2cnnc2)n1	-4%	4%	?
COCCN(C(=O)Nc1ccc(OC)cc1)c1nc2ccccc2s1	7%	2%	?
COc1ccc(/C=C/c2ccc3ccccc3[n+]2C)cc1OC	13µM*	nt	18µM*
CCCN(CCC)C(=O)c1cc2c(=O)n3cccc(C)c3nc2s1	?	-5%	18µM*
Cc1ccc(Oc2ccc(C(F)(F)F)cc2[N+](=O)[O-])c([N+](=O)[O-])n1	-22%	nt	-20%
COCCOC(=O)c1c(NC(=O)CN2c3ccccc3CC2C)sc(C(N)=O)c1C (stereo not drawn)	?	5%	?
CCC1(CC)Cc2ccccc2-c2nc(-c3ccccc3)oc(=O)c21	?	-2%	16µM*
CC(=O)Oc1cc(-c2coc3cc(OC(C)=O)c(OC(C)=O)c(OC(C)=O)c3c2=O)cc(OC(C)=O)c1OC(C)=O	?	nt	?
Cn1c(N/N=C/c2ccccc2)nc2sc3c(c2c1=O)CCC3	?	9%	?
Cc1cc(=O)[nH]c2cc(N)ccc12	-5%	nt	-15%
CC1(C)CC2CC(C)(CN2S(=O)(=O)c2ccc(C(=O)Nc3cc(S(=O)(=O)N4CCOCC4)ccc3Cl)cc2)C1 (stereo not drawn)	3.3µM*	-3%	2.9µM*
O=C(c1ccco1)N1CCN(c2ncnc3c2nnn3Cc2ccccc2Cl)CC1	?	7%	23µM*
O=c1[nH]c(/C(Cl)=C/c2cccc(F)c2)nc2cc(C(F)(F)F)ccc12	?	3%	23µM*
Cc1nc(-c2ccccc2)nc(Cl)c1Cl	-24%	3%	-1%
CC(C)c1ccc(NC(=O)C2CCCN(S(=O)(=O)c3cnc[nH]3)C2)cc1 (stereo not drawn)	?	5%	?
Cc1nc([N+](=O)[O-])cn1CC(=O)c1ccc(Cl)cc1	-18%	nt	23%
Cc1ccc(CNC(=O)COCc2cc(-c3cccs3)on2)cc1	?	2%	-26%
COc1ccc(Cl)cc1-c1cc(C(=O)NCc2ccc(C(F)(F)F)cc2)[nH]n1	4.6µM*	nt	7.3µM*
COc1ccc(/C(C)=N/NC(=O)CNC(=O)Cc2ccccc2)c(OC)c1	9%	4%	-4%
CCOc1ccc(N2C(=O)c3ccc(C(=O)OCC(=O)N(CC)C4CCS(=O)(=O)C4)cc3C2=O)cc1 (stereo not drawn)	-3%	-3%	3%
COc1cc(NS(=O)(=O)c2cn(C)cn2)cc(OC)c1OC	-7%	5%	27%
CC(C)c1ccc(N(C(=O)c2snc(C(N)=O)c2N)C(C(=O)NC2CCCC2)c2ccncc2)cc1 (stereo not drawn)	18µM*	nt	23µM*
Cc1cc(C)cc(NC(=O)NCc2ccccn2)c1	1%	0%	19%
C=CCOC(=O)CSCC(NC(=O)OC(C)(C)C)C(=O)OCC (stereo not drawn)	-1%	-2%	0%
COc1ccccc1NC(=O)CCN1CCCCC1	3%	0%[12.3 µM]	4%
CN1CCCN(C(=O)CNC(=O)Cc2ccccc2)CC1	-4%	5%	-4%
CCOC(=O)C1CCN(C(=O)c2cc3ccc4cccnc4c3[nH]2)CC1	-29%	0%	-29%
C=CCC1(CC=C)CCCN1C(=O)c1cc(COc2ccccc2SC)on1	?	-7%	21µM*
COCCNC(=O)c1ccc(C)cc1C	-7%	1%	0%
CCOc1ccccc1OCCCC(=O)Nc1nc2ccccc2[nH]1	-3%	3%	-14%
Cc1ccc(CNC(=O)C2CCN(C(=O)Nc3ccc(C)cc3)CC2)cc1	?	11%	-17%
Cc1cc(Cl)ccc1OCC(=O)N[C@@H](Cc1ccccc1)c1nc2ccccc2[nH]1	21µM*	5%	16µM*
CN(C)S(=O)(=O)c1cccc(NC(=O)COC(=O)c2cn(-c3ccccc3)nc2-c2ccccc2)c1	?	0%	21µM*
Next part.
SMILES	DT40 TDP1 CPT	TDP1 block	DT40 TDP1 no CPT
N#Cc1ccc(CN2CCN(c3ccc(S(=O)(=O)N4CCCC4)cn3)CC2)cc1	-30%	1%	-10%
O=C(O)Cn1c(C(F)(F)F)nc2ccccc21	2%	4%	-28%
C/C(=N/NS(=O)(=O)c1ccc(C)cc1)c1ccc(NC(=O)C(F)(F)F)cc1	10%	7%	-5%
CCc1ccc(-c2nn(-c3ccccc3)cc2C2SCC(=O)N2Cc2ccco2)cc1 (stereo not drawn)	?	6%	?
Cc1ccc([C@@H]2[C@@H]3C(=O)N(C)C(=O)[C@@H]3[C@]3(C)C(=O)N(Cc4ccccc4)CC(=O)N23)o1	-5%	nt	-1%
CCN1CCN(c2cc(C)c3cc(NC(=O)c4ccc(OC)c(OC)c4)ccc3n2)CC1	15µM*	3%&2%	16µM*
O=C(c1ccc(Cl)cc1)N1CCc2c([nH]c3ccccc23)C1C(F)(F)F (stereo not drawn)	4%	9%	?
O=C(/C=C/c1cccc([N+](=O)[O-])c1)N1CCN(c2ccccc2F)CC1	3%	-4%	-7%
CC(C(=O)Nc1ccccn1)N1C(=O)c2ccccc2S1(=O)=O (stereo not drawn)	4%	-13%[0.505 µM]	0%
Cc1cc(=O)n2ccccc2c1C#N	-10%	6%	-11%
Nc1nonc1C(=O)NCCNCc1cccc(Cl)c1Cl	-22%	-1%	-27%
CCOc1ccc(N2C(=O)CC(Sc3nc(-c4cccs4)cc(C(F)(F)F)c3C#N)C2=O)cc1 (stereo not drawn)	?	7%	?
COCC(C)NC(=O)C1CC(=O)N(CCc2ccc(F)cc2)C1 (stereo not drawn)	-1%	nt	-19%
CC1CCN(c2nc3ccc(C(=O)NCCCN4CCCCC4)cc3s2)CC1	?	nt	23µM*
O=C(CN(C(=O)CCC(=O)Nc1ccccn1)c1cccc(F)c1)NCc1ccc(F)cc1	16%	nt	-20%
O=C(NCCCN1CCCC1=O)c1cccc(S(=O)(=O)N2CCN(c3ccc(F)cc3)CC2)c1	-2%	3%	-20%
Cc1ccccc1OCC(=O)Nc1nnc(S(=O)(=O)N(C)c2ccccc2)s1	-2%	4%	5%
COc1ccccc1-c1nc(Nc2ccncc2)c2ccccc2n1	?	nt	?
CC(C)c1ccc(NC(=O)CCNS(=O)(=O)c2cccc3nsnc23)cc1	?	3%&2%	?
CC(=O)OCC(=O)C1(O)CCC2C3CC(C)C4=CC(=O)C=CC4(C)C3(F)C(O)CC21C (stereo not drawn)	-11%	nt	-17%
O=C(NNC(=O)C1CC=CCC1)c1ccccc1Br (stereo not drawn)	35%[activator]	nt	4%
COC(=O)c1cc(C)nc2c1c(=O)nc(SCc1cccc(C)c1)n2C1CC1	?	3%	?
Cc1cc(-c2ccc(C)c(S(=O)(=O)NCc3ccc(Br)cc3)c2)on1	?	-3%	?
O=S1(=O)CC/C(=N\Nc2ccccc2)c2ccsc21	-27%	8%	5%
CCOc1ccc2ccccc2c1C(=O)Nc1cc(=O)n(C)c(=O)n1C	-15%	5%	-18%
Cc1cc(-c2nnc(SCC(=O)Nc3ccccc3C)n2N)n[nH]1	-8%	3%	10%
O=S1(=O)NC(C2CC2c2ccccc2)CCO1 (stereo not drawn)	?	nt	-9%
COCCCNC(=O)CSc1nc2ccc(N3CCOCC3)cc2c(=O)n1CCc1ccccc1	16µM*	nt	-18%
CC(O)C1C(=O)OC2(C)CC(C)(C)NC(=S)N12 (stereo not drawn)	-12%	5%	0%
Cc1noc(C)c1COc1ccc(C(=O)NCCc2ccc(F)cc2)cc1	?	1%	?
Cc1cc(S(=O)(=O)Nc2ccc(C(=O)N3CCN(C(=O)c4ccco4)CC3)cc2)ccc1F	?	7%	?
CC(/C=C/c1ccco1)=N\NC(=O)COc1ccc(C)c(C)c1	-10%	-1%	-24%
COc1ccccc1Oc1nc(-c2ccccc2)cc(C)c1S(C)(=O)=O	?	1%	18µM*
O=C(NN1CCCCC1)c1cccc2ccccc12	2%	7%	-30%
Cc1ccc(C(=O)N/C(=C\c2ccc(-c3ccc(Cl)cc3)o2)C(=O)NCCCN(C)C)cc1	12µM*	6%	12µM*
